MsrA act: bovine MsrA enzyme activators, primary screen, biochemical, absorbance, HTS; activation, % at 10.6 µM; purified bovine MsrA, absorbance read-out; Methionine sulfoxide reductase A (Bos taurus); hit rate 0.3% among 360,000; in the data active = activation above about 7.5%;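 note: 0% = vehicle and 100% = reference activator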
SKN-1 inh: suppressors of acrylamide-induced Pgst-4::GFP reporter in worms, primary screen, SKN-1 inhibitor project, whole organism, uHTS, GFP/RFP fluorescence ratio, strain VP596; C. elegans VP596 Pgst-4::GFP/RFP ratio, 24 h; inhibition, % at 21.8 µM; hit rate 0.49% among 360,000;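 active = interference check ratio from 0.5 to 1.5 plus GFP to RFP signal ratio inhibition reaching or exceeding a fixed threshold, cut at about 30% in these data, passing the limit was not always enough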; note: some compounds called inactive have numbers as strong as hits
MsrA inh: bovine MsrA enzyme inhibitors, primary screen, biochemical, absorbance, HTS; purified bovine MsrA, absorbance read-out; inhibition, % at 15.5 µM; hit rate 0.75% among 360,000; AID 651718, 2012; in the data active = inhibition above about 4.5%;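 note: 0% = vehicle wells with enzyme and 100% = reference inhibitor wells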
Rin1-Abl PPI inh: inhibitors of Rin1-Abl protein binding, primary screen, biochemical, TR-FRET; inhibition, % at 7.35 µM; hit rate 0.4% among 360,000; AID 588664, 2011; in the data active = inhibition above about 5%, passing the limit was not always enough
NRP1-CendR mod: modulators of CendR peptide binding to NRP-1, primary screen, biochemical, fluorescence polarization, uHTS. hit rate 0.85% among 360,000. AID 602438, 2012. Neuropilin-1 (Homo sapiens), O14786. FAM-RPARPAR peptide binding to NRP-1. inhibition, % at 25 µM;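 active = inhibition or corrected inhibition above about 18%, plus a signal ratio from 0.5 to 1.5, limit read from the data, passing the limit was not always enough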; note: strong numbers were not always called active
FAS-TE inh: FAS thioesterase domain inhibitors, primary screen, biochemical, fluorescence intensity, uHTS. Fatty acid synthase (Homo sapiens), P49327. recombinant FAS-TE, OMFH fluorogenic substrate, fluorescence endpoint. inhibition, % at 15 µM. hit rate 0.67% among 360,000;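 active = compounds whose normalised, plate-corrected inhibition of enzyme fluorescence in the single-dose primary screen is 50% or more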;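 note: 0% = DMSO with enzyme and 100% = substrate without enzyme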
E coli Lon inh: inhibitors of E. coli Lon protease, primary screen, biochemical, fluorescence polarization. P0A9M0. purified E. coli Lon protease. inhibition, % at 7.94 µM. hit rate 0.42% among 360,000. AID 602123, 2011; in the data active = inhibition above about 13%, passing the limit was not always enough;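 note: 0% = enzyme with probe and DMSO and 100% = no enzyme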
Target sequence (P0A9M0 whole entry, looked up): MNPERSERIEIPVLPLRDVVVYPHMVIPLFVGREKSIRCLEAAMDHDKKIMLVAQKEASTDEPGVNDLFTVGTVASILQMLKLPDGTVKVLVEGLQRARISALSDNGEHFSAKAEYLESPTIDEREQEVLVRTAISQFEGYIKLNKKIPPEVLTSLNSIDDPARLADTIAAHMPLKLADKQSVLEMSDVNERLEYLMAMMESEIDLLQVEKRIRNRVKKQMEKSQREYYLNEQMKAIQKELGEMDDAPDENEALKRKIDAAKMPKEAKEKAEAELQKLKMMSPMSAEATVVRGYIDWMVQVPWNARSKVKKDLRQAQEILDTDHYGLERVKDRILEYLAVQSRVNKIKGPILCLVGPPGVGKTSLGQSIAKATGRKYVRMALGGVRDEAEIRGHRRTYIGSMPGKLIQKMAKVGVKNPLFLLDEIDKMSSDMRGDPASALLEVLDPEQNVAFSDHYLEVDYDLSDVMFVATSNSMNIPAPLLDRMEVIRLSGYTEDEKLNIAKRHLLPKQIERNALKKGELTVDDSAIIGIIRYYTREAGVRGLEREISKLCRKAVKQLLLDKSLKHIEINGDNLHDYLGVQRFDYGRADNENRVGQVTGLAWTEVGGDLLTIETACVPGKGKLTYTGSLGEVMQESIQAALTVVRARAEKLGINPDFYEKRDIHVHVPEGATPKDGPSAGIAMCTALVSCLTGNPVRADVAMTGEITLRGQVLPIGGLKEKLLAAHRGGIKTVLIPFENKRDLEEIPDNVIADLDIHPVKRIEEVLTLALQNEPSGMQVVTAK
MT1-MMP act inh: blockers of MT1-MMP proenzyme processing, primary screen, HT1080 RFP-PRO-GFP cells, GFP/RFP fluorescence | GFP/RFP ratio change, % at 20 µM | hit rate 0.061% among 360,000 | Matrix metalloproteinase-14 (Homo sapiens), P50281 | GFP/RFP ratio fluorescence, overnight; percent of plate control window, DMSO zero;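 active = GFP/RFP ratio change of at least 30% with cell ATP level not reduced by more than half and red fluorescence within 50% of control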; note: strong numbers were not always called active
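Material – HT1080 RFP-PRO-GFP cells · Control set – DMSO wells and RFP-L50D-GFP cells · Incubation – overnight cell settling, then overnight compound exposure, 37 °C, 5% CO2 · Compound dosing – single-point 20 µM compound, 1% DMSO · Read-out – GFP/RFP fluorescence ratio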
Neddyl block: inhibitors of cullin neddylation, primary screen, biochemical, TR-FRET, uHTS, NAE and Ubc12 | NEDD8-conjugating enzyme Ubc12 (Homo sapiens) + NEDD8-activating enzyme E1 regulatory … | calls only at 25 µM | hit rate 0.58% among 360,000 | AID 651699, 2012; in the data active = inhibition above about 36%
The depositor's hits bear a star; i = inactive; x = not tested or not shown; + = active, no number; & = joins results of further samples.

SMILES | MsrA act | SKN-1 inh | MsrA inh | Rin1-Abl PPI inh | NRP1-CendR mod | FAS-TE inh | E coli Lon inh | MT1-MMP act inh | Neddyl block
O=C(COC(=O)CCC1CCCC1)NCc1ccc(Cl)cc1 | -8 | -13 | -0.3 | 2 | 6 | 2 | 3 | -3 | i
Cc1ccc(C2=NN(CCC(=O)NCc3ccc4c(c3)OCO4)C(=O)CC2)cc1 | -5 | -4 | -1.1 | 2 | 17 | -11 | -3 | 3 | i
CCOC(=O)CNc1nc(C(C)(C)C)nc2c1nnn2Cc1ccccc1Cl | 5 | 9 | 0.4 | 2 | -20 | 10 | 11 | 1 | i
COCCN(C(=O)c1cc(S(=O)(=O)N2CCCCC2)ccc1Cl)c1c(N)n(CC(C)C)c(=O)[nH]c1=O | 1 | 24 | -0.3 | -2 | -8 | -6 | -3 | -3 | i
O=C(NCc1ccco1)/C(=C/c1ccccc1F)NC(=O)c1ccccc1 | -10 | -11 | 1.0 | 0 | 9 | -5 | -8 | 3 | i
CNC1(c2nnnn2-c2c(C)cccc2C)CCOC(C)(C)C1 (configuration not stated) | -3 | -6 | -0.4 | -3 | -1 | -4 | -1 | 2 | i
Cc1c(NC(=O)COC(=O)c2ncc(Cl)c(Cl)c2Cl)c(=O)n(-c2ccccc2)n1C | 1 | 13 | 0.3 | -4 | -3 | -6 | -2 | -2 | i
CSc1nsc(N/N=C/c2ccccc2)c1C#N | -4 | 2 | 1.4 | 1 | 4 | 0 | -2 | -5 | i
CC(=O)Nc1ccc(C(=O)N2CCCCC2c2cc(C(=O)NC(C)C)no2)cc1 (configuration not stated) | -1 | 3 | -1.1 | -1 | 44* | -4 | 0 | 0 | i
O=C(NCCCCCCNC(=O)OCCO)OCCO | -5 | 8 | 0.3 | 1 | 2 | -3 | -5 | 5 | i
Cc1cc2ccccn2c1C(=O)c1cc([N+](=O)[O-])cc([N+](=O)[O-])c1 | -7 | 4 | 0.3 | 1 | 8 | 5 | 7 | 6 | i
CCn1c(SCC(=O)N2CCC(C)CC2)nc2c(c1=O)SC(C)C2 (configuration not stated) | -5 | 13 | 0.8 | 0 | 0 | -2 | 3 | -5 | i
c1ccc(CSc2ccc(-c3cccs3)nn2)nc1 | -11 | 14 | 1.1 | -7 | 12 | 2 | 12 | 0 | i
Cc1ccc(-n2nc(C)c(/C=N/n3c(C)n[nH]c3=S)c2Cl)cc1 | 0 | -9 | 2.1 | 2 | 0 | -6 | 3 | -2 | +
CCN1CCN(C(=O)c2nn(-c3ccccc3)c(=O)c3ccccc23)CC1 | 1 | 1 | -1.9 | 3 | -8 | -9 | -5 | 4 | i
O=[N+]([O-])c1ccc2cc[nH]c2c1 | -4 | 15 | 3.3 | -8 | -8 | -3 | -11 | 0 | i
CC(NS(=O)(=O)c1ccccc1)C(c1cccs1)N1CCN(c2ccccc2)CC1 (configuration not stated) | -12 | -23 | 0.8 | -4 | 14 | 28 | 10 | -2 | i
COC(=O)c1cc(NC(C)=O)ccc1N1CCOCC1 | -3 | -8 | -0.3 | 3 | 5 | -11 | -4 | 3 | i
COc1ccccc1OCC(=O)N/N=C(\C)c1ccc2ccccc2c1 | -3 | 14 | -1.0 | 4 | 6 | 6 | -1 | 4 | i
C[C@H](CO)N1C[C@H](C)[C@@H](CN(C)C(=O)NC2CCCCC2)Oc2c(NC(=O)C3CCCCC3)cccc2C1=O | -1 | -7 | 0.1 | -2 | -4 | 31 | 5 | 2 | i
C[C@@H]1CN([C@@H](C)CO)C(=O)c2cc(NC(=O)C3CC3)ccc2O[C@H]1CN(C)C | -13 | -7 | 0.8 | 3 | 7 | -10 | 2 | 3 | i
COc1ccc(NC(=O)CN2CCC(Cc3ccccc3)CC2)cc1S(=O)(=O)N1CCOCC1 | -5 | 3 | -0.3 | 0 | 0 | 4 | 10 | -5 | i
O=C(COC(=O)CSc1ccc(F)cc1)NC1CCCCCC1 | -2 | -13 | -0.6 | 1 | -2 | -3 | -12 | 3 | i
Cc1c(Cl)cccc1N=C1NC(=O)CS1 | 4 | -9 | 0.5 | -2 | 2 | -10 | -2 | 0 | i
CC1CCCN(C(=O)CNC(=O)c2sc3ccccc3c2Cl)C1 (configuration not stated) | -3 | -16 | -0.4 | -2 | 12 | 3 | -4 | -1 | i
CCC(C(=O)N1CCOCC1)n1nc(C)c2c(C)n(-c3ccccc3)nc2c1=O (configuration not stated) | -3 | 4 | 0.9 | -1 | 6 | -4 | 0 | -2 | i
CCOC(=O)Nc1ccc2c(c1)N(C(=O)OCCN(C)C)c1ccccc1CC2 | -3&-3 | -15&4 | -0.3&0.9 | 0&3 | -6&-9 | -5&-5 | -7&3 | -3&-1 | i
CCOC(=O)c1c(NC(=O)/C=C/c2ccc(C)o2)sc(C)c1C | -8 | 4 | -0.5 | 0 | -10 | 3 | -5 | -2 | i
O=C(CN1CCN(C(=O)c2cccs2)CC1)NC1CCCCC1 | -3 | -3 | -1.0 | -1 | -2 | -5 | -3 | 3 | i
O=C(COc1ccccc1)Nc1c2c(nn1-c1ccc(F)cc1)CS(=O)C2 (configuration not stated) | -5 | 8 | 0.1 | -5 | 1 | -7 | -1 | 0 | i
COC(=O)C1CCCCN1C(=O)c1cc(COc2cccc3cccnc23)on1 (configuration not stated) | -6 | 7 | 0.2 | 1 | -8 | -3 | 0 | -3 | i
CCCOc1ccc(C(=O)CCCC(=O)c2ccc(OCCC)cc2)cc1 | -1 | 2 | -0.5 | -1 | 20 | 8 | -10 | -3 | i
CC(C)(C)c1cc(-c2n[nH]c(=S)n2-c2ccc(Cl)cc2)n[nH]1 | 2 | 0 | 1.1 | 0 | 0 | -4 | -3 | 1 | i
Cn1nc(C(=O)Nc2sc3c(c2C#N)CCCC3)ccc1=O | 1 | -5 | -1.0 | 2 | 4 | -2 | -4 | 1 | i
Cn1ncc2c(N3CCCCC3)nc(NCCCO)nc21 | -4 | 18 | -1.6 | 1 | 14 | -7 | -3 | -1 | i
CCN(CC(=O)NCc1cccs1)CC(=O)Nc1cccc(S(N)(=O)=O)c1 | -10 | -11 | -0.3 | 2 | 1 | -5 | -1 | 5 | i
C/C=C(\C)CN1CCCC(N(C)CCc2ccc(OC)c(OC)c2)C1 (configuration not stated) | -1 | -8 | -0.8 | 2 | 13 | -5 | -10 | -2 | i
COc1ccccc1NC(=O)Nc1cc(NC(=O)Nc2ccccc2OC)c(C)nc1C | -2 | 2 | -1.4 | -1 | -12 | -7 | -8 | -4 | i
COc1ccc(/C(=N/Nc2ncnc3ccccc23)C(=O)O)cc1 | -10 | -2 | 0.0 | 0 | -1 | -2 | 1 | 6 | i
CC(C)CCN(C(=O)c1ccc(N2CCCC2=O)cc1)c1c(N)n(Cc2ccccc2)c(=O)[nH]c1=O | -2 | 13 | 0.8 | 3 | -8 | 2 | -5 | 4 | i
Cc1ccc(C(=O)Nc2ccc(Nc3ccccc3)cc2)cc1C | 1 | 4 | 0.8 | 1 | 1 | 20 | 1 | 10 | i
O=C(C1CCCCC1)N1CCN(S(=O)(=O)c2cccc([N+](=O)[O-])c2)CC1 | 1 | 10 | 0.1 | 5 | 10 | -2 | -8 | 0 | i
CCOC(=O)C1CCCN(Cc2ccc(OC)cc2OC)C1 (configuration not stated) | -8 | -21 | 0.5 | -3 | -8 | -5 | -2 | 3 | i
CCCCC(C(=O)OCC)C(N)Cc1ccc(F)cc1 (configuration not stated) | -8 | 3 | -1.9 | 1 | -3 | -5 | -1 | 1 | i
CC1(C)Nc2ccccc2N(CCC(=O)N2CCOCC2)C1=O | 1 | -4 | 0.1 | 0 | -2 | -2 | -12 | -5 | i
O=C(N/N=C/c1ccc(OC(=O)c2ccco2)cc1)c1ccncc1 | 0 | -7 | 0.3 | -2 | -11 | -3 | -9 | 0 | i
COc1ccccc1NC(=O)Nc1nnc(C(C)C)s1 | -5 | 5 | -0.6 | -2 | -15 | -7 | -1 | 3 | i
Nc1ccc(CCNc2ncnc3c2ncn3[C@@H]2O[C@H](CO)[C@@H](O)[C@H]2O)cc1 | -2 | -5 | -0.1 | -4 | 6 | -3 | -3 | -4 | i

Record cards (already shown). Values in the order: MsrA act	SKN-1 inh	MsrA inh	Rin1-Abl PPI inh	NRP1-CendR mod	FAS-TE inh	E coli Lon inh	MT1-MMP act inh	Neddyl block
`COc1ccccc1NC(=O)Nc1cc(NC(=O)Nc2ccccc2OC)c(C)nc1C` is entered as -2	2	-1.4	-1	-12	-7	-8	-4	i
`CC(C)CCN(C(=O)c1ccc(N2CCCC2=O)cc1)c1c(N)n(Cc2ccccc2)c(=O)[nH]c1=O` is entered as -2	13	0.8	3	-8	2	-5	4	i
`O=C(N/N=C/c1ccc(OC(=O)c2ccco2)cc1)c1ccncc1` is entered as 0	-7	0.3	-2	-11	-3	-9	0	i

The list goes on:
SMILES | MsrA act | SKN-1 inh | MsrA inh | Rin1-Abl PPI inh | NRP1-CendR mod | FAS-TE inh | E coli Lon inh | MT1-MMP act inh | Neddyl block
COc1ccc(-c2cc(-c3ccccc3)nc3ncnn23)cc1 | -3 | -17 | 0.9 | -3 | -6 | 2 | -4 | -3 | x
CC1(C)CC(=O)C2=C(C1)N(N1CCOCC1)C(N)=C(C#N)C2c1cccs1 (configuration not stated) | -3 | 9 | 1.4 | 0 | 4 | -9 | -14 | -1 | i
COc1ccc(CN2C(=O)c3ccccc3C(/C=N/OCc3ccc(Cl)cc3)C2=O)cc1 (configuration not stated) | -7 | -5 | 2.1 | -2 | 4 | 12 | -5 | 0 | i
O=c1[nH]cnc2c1sc1nc(C(F)F)cc(-c3ccccc3)c12 | -5 | 15 | -0.8 | -5 | -5 | -3 | -2 | -2 | i
Cc1ccc(S(=O)(=O)N2CC(C)N(C(=O)N3CCOCC3)C2C)cc1 (configuration not stated) | -1 | -7 | 0.5 | 2 | -6 | -6 | 1 | 4 | i
COc1cc(C(=O)NCC2(c3ccccc3)CCCC2)ccc1OC(C)C | -1 | 11 | -0.2 | 0 | 0 | 9 | 6 | -2 | i
COc1ccc(C)cc1N(C(=O)COc1ccccc1)c1nc2ccccc2s1 | -3 | -10 | 2.8 | 0 | -3 | 34 | 6 | -10 | i
Cc1cc2oc(=O)cc(COC(=O)Cn3cnnn3)c2cc1C(C)C | -2 | 24 | 0.5 | 2 | 0 | -2 | -8 | 6 | i
C[C@H]1CN([C@@H](C)CO)C(=O)CCCn2cc(nn2)CO[C@@H]1CN(C)C(=O)Cc1ccccc1 | -1 | -14 | -1.2 | 0 | 5 | -7 | 1 | -1 | i
CC(=O)Nc1ccc(S(=O)(=O)NCCC(=O)NC(C)c2cccs2)cc1 (configuration not stated) | -2 | 23 | -0.6 | 3 | 3 | -12 | 6 | 1 | i
Cn1c(C=O)c(C#Cc2ccccc2)c2ccccc21 | -7 | 10 | 0.5 | 2 | 10 | 26 | -8 | 3 | x
COc1ccc(/C=C/C(=O)O)cc1S(=O)(=O)N1CCCC1 | -2 | 9 | 1.0 | 5 | -2 | -1 | 2 | 2 | i
CCOc1ccc(S(=O)(=O)N2CC(=O)Nc3ccccc32)cc1C#N | -2 | -15 | -0.8 | 1 | -3 | -5 | 1 | -1 | i
